Compound activity: PubChem, several laboratories
STAT1 inh – STAT1 signaling inhibitors, primary screen, cell-based, HTS, luciferase reporter | inhibition, % at 5.5 µM | hit rate 0.35% among 200,000 | AID 920, 2007 | NIH 3T3 STAT1-luciferase reporter, IFN-gamma, luminescence;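 active means inhibition above a set limit, the mean inhibition across all tested compounds plus 3 SD, cut at about 34% in these data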;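 further: 0% = IFN-gamma with DMSO and 100% = IFN-gamma with 300 µM nifuroxazide; values of inactives mirror those of a sister screen read the other way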
PPARg SRC-1 ag – PPARgamma agonists recruiting SRC-1 coactivator, primary screen, biochemical | activation, % at 8 µM | Peroxisome proliferator-activated receptor gamma (Homo sapiens), P37231 | AID 631, 2007 | hit rate 0.41% among 200,000 | PPARgamma-SRC-1 coactivator recruitment biochemical assay; in the data active means activation above about 19%;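 further: 0% = DMSO and 100% = reference agonist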
STAT3 act – IL-6 driven STAT3 reporter potentiators, primary screen, U3A cells, luciferase, luminescence, MLSCN library | IL-6 STAT3-luciferase reporter; 100% = signal with IL-6 EC80 alone | activation (% of control), % at 5.6 µM | hit rate 0.91% among 190,000 | AID 871, 2007;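 active means activation above the screen-wide mean of compound activation plus 3 SD, cut at about 130% in these data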;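 further: 0% = background luminescence of wells with medium and substrate only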
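Test system: human U3A cells carrying STAT3-luciferase construct; control set: IL-6-only wells as 100% reference; timing: compound pre-incubation 1 h before IL-6, then 6 h stimulation at 37 °C; also added: IL-6 stimulus at 33 ng/mL final; evaluation: % activation versus median of IL-6-stimulated wells; detection: reporter luminescence signal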
PPARg SRC-2 ag – agonists of PPARg-SRC-2 recruitment, primary screen, biochemical, HTS | PPARgamma LBD-SRC-2 recruitment | activation, % at 8 µM | Peroxisome proliferator-activated receptor gamma (Homo sapiens), P37231 | hit rate 0.34% among 200,000; in the data active means activation above about 22%;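 further: 0% = vehicle and 100% = reference agonist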
RAM network inh – inhibitors of the yeast RAM network, primary screen, dse1pr::URA3 reporter, 5-FOA selection. hit rate 1.8% among 190,000. S. cerevisiae dse1pr::URA3 reporter, 5-FOA growth OD615, 2 d; analog-sensitive cbk1-as2 kinase mutant strain. inhibition, % at 50 µM. AID 868, 2007;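 active means inhibition above a set limit, 3 SD over mean compound inhibition, cut at about 8.4% in these data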;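 further: 0% = DMSO-only wells with no growth and 100% = 10 µM 1-NA-PP1 full growth; inhibition rescues growth on 5-FOA so higher OD means more RAM inhibition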
TLR4 MyD88 comp – inhibitors of TLR4-MyD88 association in cells, primary screen, cell-based, HeLa CL3-4, BLA complementation, FRET ratio | inhibition, % at 8.4 µM | hit rate 0.18% among 200,000 | Toll-like receptor 4 (Homo sapiens) + Myeloid differentiation primary response protein … | HeLa CL3-4 TLR4/MyD88 BLA complementation; in the data active means inhibition above about 25%;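 further: 0% = vehicle and 100% = reference inhibitor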
Target sequence (O00206 whole entry, looked up): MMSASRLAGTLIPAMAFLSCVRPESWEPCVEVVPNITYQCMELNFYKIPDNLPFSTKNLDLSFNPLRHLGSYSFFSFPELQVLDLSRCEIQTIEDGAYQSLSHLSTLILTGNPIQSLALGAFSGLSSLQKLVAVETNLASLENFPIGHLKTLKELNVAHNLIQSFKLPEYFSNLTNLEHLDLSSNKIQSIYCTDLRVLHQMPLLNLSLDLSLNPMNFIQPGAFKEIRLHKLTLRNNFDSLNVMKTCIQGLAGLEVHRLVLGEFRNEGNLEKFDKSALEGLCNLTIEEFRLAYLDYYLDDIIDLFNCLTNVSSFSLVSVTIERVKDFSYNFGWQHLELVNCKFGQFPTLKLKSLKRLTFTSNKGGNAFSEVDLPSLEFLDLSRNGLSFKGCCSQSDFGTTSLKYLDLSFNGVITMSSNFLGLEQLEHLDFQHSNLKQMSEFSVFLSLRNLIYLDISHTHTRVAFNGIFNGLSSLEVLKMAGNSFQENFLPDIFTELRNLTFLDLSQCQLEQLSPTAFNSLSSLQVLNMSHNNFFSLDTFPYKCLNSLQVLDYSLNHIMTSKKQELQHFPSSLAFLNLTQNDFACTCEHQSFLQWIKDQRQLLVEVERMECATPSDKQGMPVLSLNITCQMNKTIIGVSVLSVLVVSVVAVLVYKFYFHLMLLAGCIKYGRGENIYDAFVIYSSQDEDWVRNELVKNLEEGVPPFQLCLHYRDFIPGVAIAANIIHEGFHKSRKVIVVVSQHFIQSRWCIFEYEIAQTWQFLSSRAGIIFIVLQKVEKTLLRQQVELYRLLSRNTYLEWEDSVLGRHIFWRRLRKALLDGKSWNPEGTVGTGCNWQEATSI
Target sequence (Q99836 whole entry, looked up): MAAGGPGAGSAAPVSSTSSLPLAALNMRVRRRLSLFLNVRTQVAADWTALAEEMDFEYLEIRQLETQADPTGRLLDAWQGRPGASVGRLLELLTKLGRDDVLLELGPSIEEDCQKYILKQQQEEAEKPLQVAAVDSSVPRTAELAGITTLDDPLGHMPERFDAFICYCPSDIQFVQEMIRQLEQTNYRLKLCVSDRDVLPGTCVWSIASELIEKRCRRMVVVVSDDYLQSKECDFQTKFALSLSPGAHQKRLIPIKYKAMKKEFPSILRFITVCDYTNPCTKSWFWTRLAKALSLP
S1P3 antagonist – S1P3 receptor antagonists, primary screen, cell-based | Sphingosine 1-phosphate receptor 3 (Homo sapiens), Q99500 | hit rate 0.27% among 170,000 | inhibition, % at 4.98 µM | AID 485, 2006 | CHO S1P3 NFAT-BLA reporter, FRET fluorescence, antagonist mode;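 active means inhibition above the plate cutoff, the mean inhibition of test wells on that plate plus 3 SD, cut at about 28% in these data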;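 further: cells challenged with S1P at its EC80 of 0.8 µM; blue over green emission ratio from cleaved BLA substrate after 4 h stimulation; 0% = S1P-stimulated wells and 100% = unstimulated DMSO-only wells; some compounds past the cut are filed as inactive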
ROMK primary – ROMK potassium channel modulators, primary screen, cell-based, thallium flux, MLSMR library | ATP-sensitive inward rectifier potassium channel 1 (Homo sapiens), P48048 | Tet-inducible ROMK, thallium flux fluorescence; actives lie on both sides | B-score at 10 µM | hit rate 2% among 130,000 | AID 1918, 2009;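 active means signal ratio slope over the read window, or its plate-corrected B-score, at least 3 SD from the plate mean, either direction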;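 further: B-score of the F/F0 ratio slope over 7 to 12 s after thallium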
TR-FRET SRC-2 ct – TR-FRET signal artefacts, primary screen, artefact control for PPARgamma SRC-2 agonist project, biochemical. TR-FRET artefact counter-screen; stronger effect = higher value. TR-FRET ratio at 8 µM. hit rate 0.4% among 200,000; in the data active means TR-FRET ratio above about 2000; further: inactives centre near 1500
PPARg SRC3 recr – PPARgamma agonists recruiting SRC-3 coactivator, primary screen, biochemical. activation, % at 8 µM. hit rate 0.26% among 200,000. biochemical PPARgamma/SRC-3 coactivator recruitment assay; in the data active means activation above about 23%;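 further: 0% = DMSO and 100% = reference agonist; some compounds past the cut are filed as inactive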
STAT3 blocker – IL-6 driven STAT3 reporter inhibitors, primary screen, U3A cells, luciferase, luminescence, MLSCN library; IL-6 STAT3-luciferase reporter; host cell line lacks STAT1; inhibition, % at 5.5 µM; hit rate 0.89% among 190,000; AID 862, 2007;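 active means inhibition above the mean inhibition across all screened compounds plus 3 SD, cut at about 44% in these data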;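 further: 0% = DMSO only wells and 100% = 100 µM nifuroxazide control wells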
* marks the source's active call; other numbers are inactive results; · = not tested or not shown.

SMILES	STAT1 inh	PPARg SRC-1 ag	STAT3 act	PPARg SRC-2 ag	RAM network inh	TLR4 MyD88 comp	S1P3 antagonist	ROMK primary	TR-FRET SRC-2 ct	PPARg SRC3 recr	STAT3 blocker
OCCN1CN=C(Nc2nc3ccccc3o2)NC1	-4	2	110	1	-0.9	7	-23	·	1511	-14	-4
CCc1ccc(CN(C)Cc2nc(Cc3ccccc3)no2)nc1	0	8	106	-4	0.0	2	2	-0.26	1650	-5	-3
CCC[n+]1cn(/C(C(=S)Nc2cccc(Cl)c2C)=C(/[O-])c2ccc(OC)c(OC)c2)c2ccccc21	1	-1	105	-2	1.6	10	-7	-1	1796	-1	-6
COc1ccc(N2C(=NC(C)=O)SC3CS(=O)(=O)CC32)cc1OC (stereo not drawn)	-5	4	101	11	2.5	0	-22	·	1629	-5	4
Oc1ccccc1-c1cc(C(F)(F)C(F)F)[nH]n1	0	-6	89	-3	0.7	-2	27	·	1566	-10	16
Fc1ccccc1CSc1nncn1NC/C=C/c1ccccc1	-4	-4	116	-2	0.0	6	·	·	1442	1	-19
Cc1cccc(-n2cc(CN(C)Cc3nccn3C)c(-c3cccc(F)c3)n2)c1	1	2	102	8	2.3	-1	0	0.04	1704	7	4
CCOC(=O)N1CCN(C(=O)C2CC(c3ccccc3OC)=NO2)CC1 (stereo not drawn)	2	1	98	11	1.2	0	-5	·	1665	8	7
Cc1cc(C)cc(N2CCN(C(=O)N3CCOCC3)CC2)c1	1	-1	99	2	1.7	7	-2	-0.24	1605	-15	5
CC1CCCN(S(=O)(=O)c2ccc(NC(=O)c3cccc(-n4cnnn4)c3)cc2)C1 (stereo not drawn)	4	-4	98	3	0.7	4	-4	·	1614	-1	8
NC(=O)c1ccc(CN2CCC(Cc3ccccc3)CC2)cc1	2	9	101	-3	1.5	-3	-14	-0.68	1513	0	8
CCCOC(=O)c1ccc(Nc2nc(C)cc(=O)[nH]2)cc1	-5	2	100	4	0.2	17	·	·	1734	0	2
c1ccc(Nc2c(-c3ccco3)nc3ccccn23)cc1	-8	6	107	11	1.3	4	-5	·	1596	3	-8
CCN(CC)CCNC(=O)CSc1c2c(nc3cc(Cl)ccc13)CCCC2	-9	23*	110	47*	-0.2	5	9	·	2230*	25*	-11
CCOC(=O)N1CCC(N(CCN(C)C)C(=S)Nc2cccc(SC)c2)CC1	8	-10	105	-5	33*	-2	-2	-0.56	1332	2	6
O=C(Nc1nc2ccccc2s1)NC1CCCCC1	-68	1	93	-2	2.3	1	5	0.21	1745	-6	18
CSC1=NC(C)(C)CC2(C)Nc3ccccc3N12 (stereo not drawn)	11	1	92	2	0.6	-1	-17	1.2	1525	-3	11
Cc1nc2cc(F)ccc2n1C1CCN(C(=O)c2c(F)cccc2F)CC1	13	-3	93	3	0.4	6	5	-0.12	1672	-2	15
Cn1c(=O)c2c(nc(CN3CCCCC3)n2Cc2c(F)cccc2Cl)n(C)c1=O	-5	-1	·	15	0.9	-11	-21	·	1514	4	·
CN(/C(=N/S(=O)(=O)c1cccs1)c1ccccc1)c1ccc(O)cc1	-7	-4	104	-3	-0.1	4	-14	0.11	1465	1	-3
CCn1c(SCC(=O)NCc2ccccc2)nc2ccccc2c1=O	11	4	96	5	1.4	2	1	-0.83	1703	5	7
Cc1ncc(CN2CCCC(CCC(=O)NCc3ccccc3F)C2)s1 (stereo not drawn)	4	-2	112	-1	1.1	-11	3	0.99	1561	-3	-8
CCS(=O)(=O)Nc1ccc(-c2nnc(SCC(=O)c3ccc(NC(C)=O)c(OC)c3)o2)cc1	10	31*	92	5	0.3	11	2	·	1680	57*	14
CCNC(=S)Nc1ccc2cn[nH]c2c1	5	-1	104	11	2.1	-7	12	0.98	1546	1	-5
O=C1CSC(c2cccnc2)N1C1CCCCC1 (stereo not drawn)	-4	0	103	8	1.3	-8	-11	0.01	1646	4	-1
CCOC(=O)c1sc(NC(=O)Nc2cccc(Cl)c2)cc1C	-19	6	106	5	9.0*	7	0	-0.52	1625	5	-7
CCOC(=O)c1ccc(N2CN=C3SCC(=O)N3C2)cc1	-7	6	102	0	0.3	1	-1	-0.32	1632	2	1
O=C(CSc1nc2cccnc2n1Cc1ccccc1)N1CCCC1	5	7	92	8	1.9	-6	·	·	1693	9	14
Cc1cc(C)cc(NC(=O)C(Sc2ncnc3ccccc23)c2ccccc2)c1 (stereo not drawn)	1	-7	121	4	3.6	-1	0	0.73	1426	-2	-27
Nc1nc(Cl)nc2ccc(Br)cc12	-24	7	109	6	-0.7	2	12	0.27	1544	-2	-8
O=C(Nc1ccc(N2CCOCC2)c(Cl)c1)c1cccnc1Cl	-4	0	100	6	-0.6	12	·	·	1714	-6	3
Cc1noc(/C=C/N(C)C)c1S(=O)(=O)N(C)CC(=O)N1CCc2ccccc21	-2	7	104	-1	1.6	0	-83	·	1565	-2	0
COc1ccc(N2CCN(C(=O)c3ccc4c(=O)n(CCc5ccc(OC)c(OC)c5)c(=O)[nH]c4c3)CC2)cc1	12	9	73	1	5.1	-3	3	0.42	1616	-1	36
COc1cccc2c(=O)cn[nH]c12	3	3	92	-2	0.8	12	-1	-0.17	1413	-2	13
O=C(Cn1c2ccc(F)cc2c2nc3n(c(=O)c21)CCS3)Nc1ccccc1C(F)(F)F	-2	12	99	6	1.2	-12	-7	0.32	1678	1	9
CCCc1nnc(NC(=O)c2cc(OC)cc(OC)c2)s1	5	0	91	-1	3.7	-11	·	0.82	1497	0	14
COc1ccc(C(=O)N2CCN(c3nc4ccccc4o3)CC2)cc1OC	22	1	81	5	4.4	-1	3	·	1643	0	28
CCOC(=O)C1=C(C)Nc2ccccc2N=C1NC(=O)c1cccc(S(=O)(=O)NCc2ccccc2)c1	0	-2	114	5	8.3	-11	·	0.58	1494	-5	-16
CC(C)(C)c1ccc(OCc2ccc(C(=O)N/N=C/c3ccc([N+](=O)[O-])cc3)o2)cc1	-34	1	111	5	2.0	-10	·	·	1555	15	-8
CCCN1CCN(c2ccc(S(N)(=O)=O)cc2[N+](=O)[O-])CC1	-16	-2	109	3	-1.4	10	7	-0.68	1556	4	-11
COc1ccc(-n2ncc3c(NCc4ccccn4)ncnc32)cc1	-15	-4	99	1	0.4	1	-36	0.55	1555	2	8
CN1C(=O)/C(=C\C=C2/CCCN2C)N(C)C1=S	-31	8	97	15	1.6	5	8	-1.6	1719	12	5
CCOc1ccc(NC(=O)c2cc3n(n2)C(C(F)(F)F)CC(c2ccco2)N3)cc1 (stereo not drawn)	4	-8	100	-7	4.6	4	-10	·	1505	-9	5
O=C(Nc1ccccc1N1CCOCC1)c1ccccc1[N+](=O)[O-]	6	11	98	8	0.4	-3	·	·	1794	9	13
COc1ccccc1-c1cc(C(=O)NC(C)C)no1	-22	7	111	11	-0.9	-15	2	-0.3	1633	-4	-9
COc1ccccc1CNc1ncnc2cc(OC)c(OC)cc12	11	-4	107	5	1.5	-9	-8	-2.7	1559	5	-4
FC(F)(F)c1cccc(NC(=S)NNC(=S)NCc2ccccc2)c1	-5	-3	106	3	4.2	0	·	·	1515	-4	-1
CCC(=O)Nc1ccccc1C(=O)OCC(=O)c1ccc2ccccc2c1	-9	4	94	-2	10*	3	·	·	1355	-8	14
COc1ccc(-c2cn[nH]c2-c2ccc(OCc3ccc([N+](=O)[O-])cc3)cc2O)cc1	2	4	94	8	4.5	2	1	·	1528	4	3
CC(C)CCN1CCN(Cc2ccc(C(F)(F)F)cc2)CC1CCO (stereo not drawn)	-2	0	96	-7	0.0	10	-1	-2.2	1226	4	7
S=c1[nH]c(-c2ccccc2)cs1	-10	10	93	1	0.1	3	-23	2.5*	1569	5	15
O=[N+]([O-])c1cc(C(F)(F)F)ccc1N1CCCNCC1	-7	0	97	-6	0.7	-6	-1	-1.1	1439	-4	14

Given with values under each structure: entries from further up
Under each structure – STAT1 inh, PPARg SRC-1 ag, STAT3 act, PPARg SRC-2 ag, RAM network inh, TLR4 MyD88 comp, S1P3 antagonist, ROMK primary, TR-FRET SRC-2 ct, PPARg SRC3 recr, STAT3 blocker
- COc1ccc(-n2ncc3c(NCc4ccccn4)ncnc32)cc1
 : -15, -4, 99, 1, 0.4, 1, -36, 0.55, 1555, 2, 8
- CN1C(=O)/C(=C\C=C2/CCCN2C)N(C)C1=S
 : -31, 8, 97, 15, 1.6, 5, 8, -1.6, 1719, 12, 5
- CCOc1ccc(NC(=O)c2cc3n(n2)C(C(F)(F)F)CC(c2ccco2)N3)cc1 (stereo not drawn)
 : 4, -8, 100, -7, 4.6, 4, -10, ·, 1505, -9, 5
- O=C(Nc1ccccc1N1CCOCC1)c1ccccc1[N+](=O)[O-]
 : 6, 11, 98, 8, 0.4, -3, ·, ·, 1794, 9, 13
- COc1ccccc1-c1cc(C(=O)NC(C)C)no1
 : -22, 7, 111, 11, -0.9, -15, 2, -0.3, 1633, -4, -9
- COc1ccccc1CNc1ncnc2cc(OC)c(OC)cc12
 : 11, -4, 107, 5, 1.5, -9, -8, -2.7, 1559, 5, -4
- FC(F)(F)c1cccc(NC(=S)NNC(=S)NCc2ccccc2)c1
 : -5, -3, 106, 3, 4.2, 0, ·, ·, 1515, -4, -1
- CCC(=O)Nc1ccccc1C(=O)OCC(=O)c1ccc2ccccc2c1
 : -9, 4, 94, -2, 10*, 3, ·, ·, 1355, -8, 14
- COc1ccc(-c2cn[nH]c2-c2ccc(OCc3ccc([N+](=O)[O-])cc3)cc2O)cc1
 : 2, 4, 94, 8, 4.5, 2, 1, ·, 1528, 4, 3
